Bim-Bcl-2: inhibitors of Bim-Bcl-2 interaction, human | Bead-based flow cytometry, Bim peptide-Bcl-2 binding | 190,000 tested, 0.06% active | P10415 | AID 950 | inhibition, % at 10 µM; in the data active = inhibition above about 40%; inconclusive = no clear call, values can overlap the other calls;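 note: 0% = no compound wells with probe peptide and 100% = reference peptide inhibitor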
Target sequence (P10415 whole entry, looked up): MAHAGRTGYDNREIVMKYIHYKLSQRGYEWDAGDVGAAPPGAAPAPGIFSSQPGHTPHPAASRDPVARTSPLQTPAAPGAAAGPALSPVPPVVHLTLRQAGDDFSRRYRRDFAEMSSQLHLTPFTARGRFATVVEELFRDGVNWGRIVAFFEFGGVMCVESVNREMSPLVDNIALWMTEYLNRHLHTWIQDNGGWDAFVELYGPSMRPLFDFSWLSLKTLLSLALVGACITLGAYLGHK
RGS7-Gao reg: human RGS7-Galphao interaction regulation; binding response (% of control), % at 10 µM; P09471; Multiplexed bead flow cytometry, RGS7-Galphao binding; actives lie on both sides; 220,000 tested, 0.35% active; AID 1439; in the data active = binding response below about 49% or above about 150%; inconclusive = no clear call, values can overlap the other calls; inactive = in between;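 note: fluorescent Galphao held in activated GDP-AlF4 state binding bead-coupled RGS7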
ABCG2 block: inhibitors of human ABCG2 transporter, ABCB1 counter-screen | Q9UNQ0 | IgMXP3 cells, JC-1 efflux, flow cytometry | inhibition, % at 6.6 µM | 190,000 tested, 0.1% active;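 active = inhibition above 80%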;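 note: 0% = DMSO and 100% = nicardipine control wells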
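Test system: IgMXP3 cells (ABCG2) mixed with DDAO far-red-labelled CCRF-Adr cells (ABCB1). Reagent: JC-1 transporter substrate. Compound dosing: single test compound dose, 6.6 µM final. Times: 10 min compound exposure, 25 °C. Detection: flow cytometry of retained JC-1 fluorescence. Read-out basis: efflux inhibition in percent versus controls. Controls: nicardipine and DMSO wells.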
Bim-Bfl-1: disrupts Bim binding to human Bfl-1; AID 1008; Bead-based flow cytometry, Bim-Bfl-1 binding inhibition; inhibition, % at 10 µM; Q16548; 190,000 tested, 0.12% active;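 note: 0% = wells without compound plus tracer and 100% = blocker peptide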
RGS4-Gao reg: modulates binding of RGS4 to human Galphao; P09471; Multiplexed bead flow cytometry; actives lie on both sides; binding response (% of control), % at 10 µM; 220,000 tested, 0.33% active; AID 1415; in the data active = binding response below about 49% or above about 150%; inactive = in between;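 note: fluorescent Galphao activated with aluminum fluoride binding bead-coupled RGS4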
Bim-Bcl-XL: disrupts Bim peptide binding to human Bcl-XL. bead flow cytometry, fluorescence. inhibition, % at 10 µM. AID 1007. 190,000 tested, 0.04% active. Q07817
Target sequence (Q07817 whole entry, looked up): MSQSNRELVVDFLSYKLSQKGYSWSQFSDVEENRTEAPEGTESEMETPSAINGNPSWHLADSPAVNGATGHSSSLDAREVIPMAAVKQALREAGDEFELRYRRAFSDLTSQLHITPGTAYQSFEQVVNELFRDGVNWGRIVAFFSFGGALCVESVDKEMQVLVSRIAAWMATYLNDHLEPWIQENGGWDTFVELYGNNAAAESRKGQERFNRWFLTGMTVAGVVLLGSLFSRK
ABCB1 block: blocks JC-1 efflux by human ABCB1 transporter | P08183 | CCRF-Adr cells, flow cytometry | inhibition, % at 6.6 µM | 190,000 tested, 0.067% active; in the data active = inhibition above about 40%;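 note: 0% = vehicle and 100% = reference inhibitor; higher value means more JC-1 retained so stronger ABCB1 efflux block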
Bim-Bcl-B: human Bim-Bcl-B interaction inhibition; Q9HD36; bead-based flow cytometry, Bim peptide-Bcl-B binding; inhibition, % at 10 µM; 190,000 tested, 0.073% active;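 note: 0% = tracer peptide without compound and 100% = reference inhibitor peptide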
Target sequence (Q9HD36 whole entry, looked up): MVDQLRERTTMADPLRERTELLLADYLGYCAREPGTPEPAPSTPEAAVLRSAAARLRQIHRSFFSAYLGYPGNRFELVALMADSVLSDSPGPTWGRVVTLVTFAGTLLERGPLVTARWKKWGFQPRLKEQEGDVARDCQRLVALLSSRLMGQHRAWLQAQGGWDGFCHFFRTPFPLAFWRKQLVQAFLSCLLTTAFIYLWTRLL
RGS8-Gao reg: human RGS8-Galphao interaction regulation | P09471 | multiplexed bead flow cytometry, RGS8-Galphao binding; actives lie on both sides | response (percent of control binding), % at 10 µM | 220,000 tested, 0.34% active; in the data active = response below about 60% or above about 140%; inactive = in between;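 note: Galphao activated as the GDP aluminium fluoride complex binding bead-coupled RGS8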
GSH fluor: compound fluoresces at 488/530 nm on GSH beads; GSH beads flow cytometry, compound fluorescence 488/530 nm; stronger effect = higher value; AID 1776; 190,000 tested, 0.25% active; fluorescence (KMESF) at 10 µM; in the data active = fluorescence above about 89;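 note: glutathione beads carrying GST-tagged Bcl family fusion proteins plus one bare bead set; values are compound well signal with DMSO vehicle wells as background; inactives centre near 16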
Bim-Bcl-W: disrupts Bim peptide binding to human Bcl-W; 190,000 tested, 0.02% active; inhibition, % at 10 µM; Q92843; AID 952; bead-based flow cytometry;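 note: 0% = bound tracer without compound and 100% = peptide blocker; higher means less fluorescent Bim peptide bound to Bcl-W beads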
Target sequence (Q92843 whole entry, looked up): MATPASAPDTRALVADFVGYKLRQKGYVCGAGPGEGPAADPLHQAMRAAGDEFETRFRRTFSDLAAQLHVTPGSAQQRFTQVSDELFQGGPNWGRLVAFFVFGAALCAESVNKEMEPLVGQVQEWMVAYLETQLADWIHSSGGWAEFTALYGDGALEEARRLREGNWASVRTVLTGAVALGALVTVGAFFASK
The depositor's hits bear a star; ? = inconclusive; . = no result given. Cut-off read from the data, not from the text of the source, unless noted: active = inhibition above about 40%.

SMILES	Bim-Bcl-2	RGS7-Gao reg	ABCG2 block	Bim-Bfl-1	RGS4-Gao reg	Bim-Bcl-XL	ABCB1 block	Bim-Bcl-B	RGS8-Gao reg	GSH fluor	Bim-Bcl-W
CCOC(=O)c1ccc(-c2ccc(/C=N/NC(=O)CN(c3cccc(C)c3)S(C)(=O)=O)o2)cc1	0	100	18	1	100	-3	-0.7	-1	99	10	-5
COc1ccc2nc(C)cc(SCC(=O)N/N=C/c3c(OC)ccc4ccccc34)c2c1	-18	101	-4	-5	102	-13	.	-14	101	10	-11
Cc1cccc(OCC(=O)NCC(=O)n2nc(C)cc2C)c1	0	101	1	0	100	-11	0.2	-1	100	5	0
COC(=O)C1CCCCN1C(=O)CCc1nnc(CCc2c[nH]c3ccccc23)o1 (stereo not drawn)	-7	98	3	-5	98	-6	0.1	-3	105	13	0
CC(C)(C)C(=O)OCc1cn(-c2ccc(Cl)cc2)nn1	0	102	2	0	102	1	0.4	2	103	7	2
C=CCN(CC=C)S(=O)(=O)c1ccc(NC(=S)NC(=O)/C=C/c2ccc(C)cc2)cc1	-2	93	19	-9	93	-11	1.9	-5	94	31	-6
COc1cc(C=O)ccc1OCCCCOc1ccccc1[N+](=O)[O-]	-7	84	21	-10	86	-5	2.7	-4	91	17	0
COc1ccc(Cn2cnc3sccc3c2=O)cc1	-1	100	2	0	98	0	0.6	-1	101	18	0
O=C(CNC(=O)c1ccccc1)NC1(C(=O)NC2CCCC2)CCCCC1	-6	99	3	-8	101	-11	0.6	-10	100	12	-3
Cc1cccc(-c2nc(=S)c3c(n2Cc2ccco2)CCCC3)c1	0	99	1	-5	99	-3	0.4	-1	101	54	-3
Cc1ccc(-c2cc(C(=O)Nc3nccs3)c3ccccc3n2)o1	11	93	-12	37	95	0	-2.7	-3	94	13	4
O=C(NNC(=S)Nc1ccccc1)c1ccc2ncccc2c1	-4	101	2	-1	97	-5	-0.1	-26	99	12	-2
O=C(NC(NC(=S)Nc1c(Cl)cccc1Cl)C(Cl)(Cl)Cl)OCc1ccccc1 (stereo not drawn)	-7	104	-2	-1	101	-6	.	-6	94	9	-3
O=C(Nc1ccc(C(=O)N2CCCC2)cc1)Nc1ccc(Cl)cc1Cl	-4	100	29	-7	99	-6	0.1	-9	100	10	-2
CCCCn1c(N)c(N(CCOC)C(=O)COc2ccc(Cl)cc2)c(=O)[nH]c1=O	-3	100	2	-4	101	0	0.1	-3	104	14	-1
O=C(NCc1cccs1)c1ccccc1[N+](=O)[O-]	-3	93	8	-6	92	-3	0.0	-4	96	12	-1
CN1/C(=C\C(=O)Nc2ccc(F)cc2)C(C)(C)c2ccccc21	-6	90	26	-16	93	-8	0.9	-12	95	16	-6
O=C(CN1C(=O)COc2ccccc21)c1cccc(Cl)c1	-21	97	2	-11	97	0	-0.6	-38	97	38	2
C[n+]1ccc(C(=O)NCCC[N+](C)(C)C)cc1/C=N/O	0	104	-2	0	104	-3	-1.2	-4	112	15	3
CCOc1cc(/C=N/NC(=O)Cn2nc([N+](=O)[O-])cc2C)ccc1OCc1ccc(F)cc1	0	103	1	-3	101	-3	0.2	-2	104	13	0
CCOc1cc(C(=O)NC(=S)Nn2cnnc2)cc(OCC)c1OCC	-1	100	-3	-1	98	-1	-1.2	-5	103	9	0
CCOC(=O)NC(Nc1ncccn1)(C(F)(F)F)C(F)(F)F	-7	102	-2	-11	100	17	-1.9	-7	103	38	0
Cc1ccc2cc(C3C(C#N)=C(N)Oc4c3ccc3cccnc43)c(=O)[nH]c2c1 (stereo not drawn)	0	100	3	3	97	1	0.4	-3	96	15	2
CCCn1c(SCC(=O)NCCc2ccccc2)nnc1-c1ccco1	-6	106	2	-1	107	-7	-0.1	-3	107	11	-2
O=C(CSc1ncnc2nc[nH]c12)N1CCOCC1	-4	100	3	-4	98	-3	0.6	-4	100	16	-1
O=C(COC(=O)C1CC(=O)N(c2nc(-c3ccccc3)cs2)C1)c1ccccc1 (stereo not drawn)	0	99	1	-1	104	0	0.4	-2	102	19	0
COC(=O)c1ccc(-n2c(C)cc(/C=N/n3cnnc3)c2C)cc1	-4	99	1	-7	98	0	0.3	-3	101	6	8
CCOC(=O)c1sc(C)c2c1NC(C)(c1cccc3ccccc13)NC2=O (stereo not drawn)	-16	102	23	-24	102	-13	3.8	-11	101	24	-6
Cc1ccc(C)c(SCC(=O)OCC(=O)Nc2ccc(S(=O)(=O)N3CCOCC3)cc2)c1	-3	105	-1	-1	99	0	-0.3	-1	100	21	0
Cc1cc(C)c(S(=O)(=O)NCc2ccncc2)c(C)c1	-8	101	0	-10	103	-1	0.6	-4	101	30	-1
COc1ccc(/C=N/c2oc(-c3ccccc3)cc2C#N)cc1OC	3	93	13	0	95	-2	0.4	-1	101	10	5
OC(COc1ccc2ccccc2c1Br)Cn1cnc(-c2ccccc2)c1 (stereo not drawn)	-11	98	2	-17	98	-3	0.3	-7	101	27	-3
COCCNC(=O)C(c1ccc(O)cc1)N(C(=O)CCC(=O)Nc1nccs1)c1cccc(C)c1 (stereo not drawn)	-3	94	0	-2	99	-1	0.1	-3	97	15	0
CN(C)CCCCOc1ccc(F)cc1	0	91	8	-5	94	-1	1.4	0	97	19	0
COc1ccc(C2CC(=O)c3c(ccc4ccccc34)N2)cc1OC (stereo not drawn)	-5	102	3	-3	106	-4	1.2	-2	103	9	-2
O=C(c1ccco1)N1CCN(c2ncnc3scc(-c4ccc(F)cc4)c23)CC1	9	102	4	5	98	0	1.3	-1	102	24	4
c1ccc2c(c1)oc1c(NCCCN3CCOCC3)ncnc12	1	88	4	0	83	-2	0.8	0	89	9	2
COc1ccc(OCCCC(=O)Nc2cccc([N+](=O)[O-])c2C)cc1	-4	101	18	-4	100	-8	0.6	-7	101	12	-7
COc1cc(C(=O)N/N=C(\c2ccccc2)c2ccccn2)cc(OC)c1OC	-6	102	30	-14	104	-3	1.0	-8	104	15	-2
CC(C)CCn1c(COc2ccccc2)n[nH]c1=S	-5	100	1	-2	95	-4	-0.1	-15	99	25	-2
CCN(CC)C(=O)C(=O)c1cccn1-c1ccccc1C#N	1	105	3	-2	105	2	0.7	0	99	11	0
CC12CN3CCN(CC(C3)/C1=N\N=C1/C3CN4CCN(C3)CC1(C)C4)C2	0	104	0	0	101	-1	-0.1	-2	103	9	-3
COc1ccc(-n2nc(C(=O)Nc3cc(OC)c(OC)c(OC)c3)c3ccccc3c2=O)c(OC)c1	0	91	15	4	93	0	8.5	1	94	15	0
Cc1ccc(/C=C2\SC(=S)N(CC(=O)Nc3cccnc3)C2=O)cc1	-2	102	-3	-5	93	-5	-0.5	-5	97	10	-6
CCOC(=O)C1=C(c2ccccc2)OC(N)=C(C#N)C1C(C)C (stereo not drawn)	-9	104	15	-17	103	-5	1.4	-8	102	35	-5
COc1ccc(OC)c(C2CC(=O)Nc3n[nH]c(-c4ccccc4)c32)c1 (stereo not drawn)	1	99	1	-4	100	1	0.6	1	101	21	0
CC(C)CN(CCCNC(=O)CN1C(=O)COc2ccc(S(=O)(=O)N3CCCC3)cc21)CC(C)C	-1	102	5	1	102	-1	1.6	-1	101	13	0
Cc1cccc(NC(=O)c2ccc3nsnc3c2)c1C	-5	97	2	-8	98	0	0.4	-2	101	11	-3
CC(=O)NC(CCS(C)(=O)=O)C(=O)Nc1ccc(Cl)c(Cl)c1 (stereo not drawn)	-5	98	2	-10	101	0	0.3	-6	100	27	2
CCSc1nc(-c2ccco2)ccc1C#N	-4	101	1	2	96	-3	0.2	0	101	8	0
O=C(Cn1cnc2c(nnn2Cc2ccccc2)c1=O)N1CCCc2ccccc21	-4	101	1	-9	100	-1	0.8	-1	96	18	3
COc1ccc(N2CC(NC(=O)N3CCN(c4ccccc4)CC3)CC2=O)cc1 (stereo not drawn)	-4	?	11	-6	107	-3	0.1	-6	106	16	-3
O=C1CCc2cc(S(=O)(=O)NC(Cc3ccccc3)C(=O)NC3CCCCC3)ccc2N1 (stereo not drawn)	-3	107	1	-11	98	-1	0.5	-5	104	18	-1
CC(=O)Nc1ccc(C(=O)/C=C/c2ccco2)cc1	-1	96	-2	-5	98	-9	-0.4	-16	93	15	-7
O=C(O)c1cc2nc(-c3ccccc3)cc(C(F)(F)F)n2n1	5	101	1	12	102	10	0.2	6	102	19	10
CC1(C)C(C#N)=C(N)OC2=C1C(=O)CCC2	-8	102	-1	-14	100	4	-0.2	-4	105	28	1
O=S(=O)(c1ccc2ccccc2c1)N1CCN(S(=O)(=O)N2CCOCC2)CC1	-1	102	2	-2	104	0	0.8	0	102	17	-1
CCn1c(N)c(C(=O)NCCCOC)sc1=S	-2	106	3	7	100	-3	0.2	-12	104	12	-2
O=C(Nc1ccc(N2CCOCC2)cc1)C1CCCCC1	-1	100	3	0	98	0	0.1	-2	100	12	0
COc1cc(NC(=S)NCCC(c2ccccc2)c2ccccc2)cc(OC)c1	-4	100	2	-2	99	-4	0.4	-7	100	21	-7

Next part.
SMILES	Bim-Bcl-2	RGS7-Gao reg	ABCG2 block	Bim-Bfl-1	RGS4-Gao reg	Bim-Bcl-XL	ABCB1 block	Bim-Bcl-B	RGS8-Gao reg	GSH fluor	Bim-Bcl-W
CCOCCCNS(=O)(=O)c1ccc(NC(=O)C2CC(=O)N(c3ccc(C)cc3)C2)cc1 (stereo not drawn)	-2	99	1	-1	98	-1	0.0	0	100	17	0
c1ccc(-c2noc(CN3CCOCC3)n2)cc1	-5	100	4	-3	101	1	2.3	-4	102	14	0
O=C(Cn1cnc2ccccc2c1=O)NCC1COc2ccccc2O1 (stereo not drawn)	-4	101	2	-12	101	-1	1.4	-2	99	15	1
COc1ccc(N(C(C)C(=O)N/N=C/c2ccc(OC)c(OC)c2)S(C)(=O)=O)cc1 (stereo not drawn)	-5	93	6	-3	95	-2	2.9	-3	95	10	-1
OC(COC(c1ccc(Cl)cc1)c1ccc(Cl)cc1)CN1CCc2ccccc2C1 (stereo not drawn)	-3	103	-1	-1	102	-8	10	-4	101	11	-3
CCc1nc(SCC(=O)c2cc(C)ccc2C)n[nH]1	-7	101	2	-5	101	-7	0.2	-16	101	40	-1
COc1ccc(-c2cc(C(F)(F)F)nc(S(=O)(=O)CCCC(=O)Nc3cccnc3Cl)n2)cc1OC	-1	100	19	2	104	-2	1.6	0	95	9	0

As entered above:
`c1ccc(-c2noc(CN3CCOCC3)n2)cc1` @ Bim-Bcl-W = 0
`OC(COC(c1ccc(Cl)cc1)c1ccc(Cl)cc1)CN1CCc2ccccc2C1` (stereo not drawn) @ Bim-Bcl-XL = -8
`CCc1nc(SCC(=O)c2cc(C)ccc2C)n[nH]1` @ RGS8-Gao reg = 101
`COc1ccc(-c2cc(C(F)(F)F)nc(S(=O)(=O)CCCC(=O)Nc3cccnc3Cl)n2)cc1OC` @ GSH fluor = 9

Results in ABCB1 block, RGS8-Gao reg and Bim-Bcl-2, for some of the entries so far:
mol,ABCB1 block,RGS8-Gao reg,Bim-Bcl-2
c1ccc(-c2noc(CN3CCOCC3)n2)cc1,2.3,102,-5
O=C(Cn1cnc2ccccc2c1=O)NCC1COc2ccccc2O1 (stereo not drawn),1.4,99,-4

High-throughput results: PubChem, NMMLSC
